Source: PubChem BioAssay
Cav32 inh: Cav3.2 calcium influx blockers – cell-based, Fluo-4 calcium fluorescence, FDSS, MLSMR library, primary screen; Voltage-dependent T-type calcium channel subunit alpha-1H (Homo sapiens), O95180; Cav3.2-expressing cells; stronger effect = lower value; B-score at 10 µM; 4% of 100,000 active; AID 449739, 2010;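 active = single-dose well whose peak fluorescence ratio is a statistical outlier from its plate by either plate-standardised score or position-corrected B-score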
Numbers without * were called inactive.

SMILES	Cav32 inh
NC(=O)CC(NC(=O)Cc1ccc(Br)cc1)c1ccc(N2CCN(c3ccccc3)CC2)c([N+](=O)[O-])c1 (stereo not given)	0.49
O=C(c1ccco1)c1cc2c(ccc3ccccc32)oc1=O	0.91
O=C1c2ccccc2C(=O)N1CCCCSc1nnc2ccccn12	0.39
Cn1c(C(=O)OC(C(=O)NC2CCCCC2)c2cccnc2)cc2sccc21 (stereo not given)	-0.98
O=S(=O)(Nc1ncnc2c1oc1ccccc12)c1ccc(Cl)s1	-2
Cc1cc(N2C(=O)C(=O)/C(=C(/O)c3ccc(F)cc3)C2c2cccc(Br)c2)no1 (stereo not given)	-3.4
CC(C)C(=O)Nc1cccc(NC(=S)NC(=O)c2ccccc2Cl)c1	-0.33
CON(C)c1nc(OCCNC(=O)COc2ccc(Cl)cc2C)nc(N(C)C)n1	0.36
Cc1ccc(-c2noc(C3CCCN(C(=O)c4c(F)cccc4F)C3)n2)cc1 (stereo not given)	-2
OCCN1CN=C(Nc2nc3ccccc3s2)NC1	0.95
O=C(O)c1cccc(Nc2ncnc3ccccc23)c1	1.2
CC(=O)C1=C(O)C(=O)N(CCc2c[nH]c3ccccc23)C1c1cccc(O)c1 (stereo not given)	-0.71
CCn1ncc(/C=C/C(=O)NCc2cn(C)nc2C)c1C	-0.66
Cc1sc2ncnc(OCC(=O)N3CCN(S(=O)(=O)c4ccccc4)CC3)c2c1C	2.4
CC(O)c1nc2ccccc2n1C/C=C/c1ccccc1 (stereo not given)	-2.1
CC(c1nnc(Sc2nnnn2-c2ccccc2)n1-c1ccc(F)cc1)N(C)C (stereo not given)	0.31
Cc1ccc(C(=O)CSc2nc(C)cc(=O)[nH]2)cc1	0.98
COC(=O)c1cccc(C23CC4(C2)[C@H](CN(Cc2cccnc2)[C@@H]4c2ccccc2)C3c2ccc(Cl)nc2)c1 (stereo not given in full)	-0.88
CN(CC(=O)NCc1ccncc1)S(=O)(=O)c1ccc(F)cc1	1.6
O=c1oc(-c2cccs2)nc2sc3c(c12)CCCCC3	0.67
COCCNC(=O)C(c1ccncc1)N(C(=O)Cn1nnc2ccccc21)c1ccc(OC)cc1 (stereo not given)	0.62
Cc1ccc(-c2nc3cccnc3s2)cc1NS(C)(=O)=O	1
COc1ccc(-c2nc(C(N)=O)c3[nH]c(=O)n(-c4cccc(C)c4)c3n2)c(OC)c1	-0.57
CC(=O)NC(CCS(C)(=O)=O)C(=O)Nc1cccc(Cl)c1Cl (stereo not given)	0.04
Fc1ccccc1N1CCN(C2CCN(Cc3c[nH]c4ccccc34)CC2)CC1	1.6
C=CCNc1nc(-c2ccccc2)nc(-n2ccnc2)n1	-0.4
COc1ccccc1NC(=O)COc1ccccc1	-0.023
CCOC(=O)N1CCN(S(=O)(=O)c2ccc(OC)c(Cl)c2Cl)CC1	-0.77
CCOc1ccc2c(c1)C(c1ccc(C)cc1)=NNC(c1ccc(OC)cc1)=N2	-1.2
CCN(CC(=O)Nc1ccccc1Br)Cc1nc2ccccc2c(=O)[nH]1	0.5
COc1ccc(C(=O)NC2CCCCC2)cc1S(=O)(=O)N1CCCC1	0.39
O=C(Nc1cccc2ccccc12)N1CCN(c2ccccc2)CC1	-0.37
O=C(Nc1ccc(Br)cc1)C1CC=CCC1C(=O)OCC1CCCO1 (stereo not given)	0.023
Cc1noc(C)c1S(=O)(=O)N(C)CC(=O)NCc1ccccc1	0.48
CCN1CCN(C(c2cccs2)C(C)NC(=O)c2cccc(OC)c2OC)CC1 (stereo not given)	0.06
CCN(Cc1nc2ccccc2c(=O)[nH]1)Cc1cc(=O)oc2cc(C)c(C)cc12	2.2
N/C(COc1ccc(C(=O)O)cc1)=N\O	-0.072
Cc1nc2ccccn2c1/C(O)=C1\C(=O)C(=O)N(CCN2CCOCC2)C1c1cccs1 (stereo not given)	0.0086
CCOC(=O)c1c(N)sc(C(O)(C(F)(F)F)C(F)(F)F)c1-c1ccc(Cl)cc1	-0.57
COc1ccc(C(=O)Nc2nnc(-c3ccco3)s2)cc1	-0.3
COc1ccc(/C=C2/C(=O)N=C3SCCN32)cc1	0.4
CCOC(=O)c1ncn2c1CN(C)C(=O)c1cc(F)ccc1-2	-0.26
Cc1nc(CS(=O)(=O)c2ccc(Cl)cc2)cc(N2CCOCC2)n1	0.84
Cc1ccc(C)c(N2CCN(S(=O)(=O)c3ccc4c(c3)CCN4C(=O)CCC(=O)O)CC2)c1	1.3
CC(C)N1C(=O)CC(Nc2ccc(N3CCOCC3)cc2)C1=O (stereo not given)	0.0062
Cc1cccc2cc(CN(C(=O)c3cnccn3)C3CCCCC3)c(Cl)nc12	-2.5
O=C1N/C(=N\N=C\c2ccccn2)SC1Cc1cccc(SC(F)F)c1 (stereo not given)	0.081
O=C(CSc1n[nH]c(-c2ccco2)n1)N1c2ccccc2Sc2ccccc21	-2.4
O=S(=O)(c1ccc(Cl)cc1)c1ccccn1	0.36
C=CCOC(=O)C1=C(C)NC(C)=C(C(=O)OCC=C)C1c1ccc(O)cc1	-0.47

Molecules listed so far that have a carbonyl joined to an NH by a bond outside any ring, in the order listed:
SMILES	Cav32 inh
NC(=O)CC(NC(=O)Cc1ccc(Br)cc1)c1ccc(N2CCN(c3ccccc3)CC2)c([N+](=O)[O-])c1 (stereo not given)	0.49
Cn1c(C(=O)OC(C(=O)NC2CCCCC2)c2cccnc2)cc2sccc21 (stereo not given)	-0.98
CC(C)C(=O)Nc1cccc(NC(=S)NC(=O)c2ccccc2Cl)c1	-0.33
CON(C)c1nc(OCCNC(=O)COc2ccc(Cl)cc2C)nc(N(C)C)n1	0.36
CCn1ncc(/C=C/C(=O)NCc2cn(C)nc2C)c1C	-0.66
CN(CC(=O)NCc1ccncc1)S(=O)(=O)c1ccc(F)cc1	1.6
COCCNC(=O)C(c1ccncc1)N(C(=O)Cn1nnc2ccccc21)c1ccc(OC)cc1 (stereo not given)	0.62
COc1ccc(-c2nc(C(N)=O)c3[nH]c(=O)n(-c4cccc(C)c4)c3n2)c(OC)c1	-0.57
CC(=O)NC(CCS(C)(=O)=O)C(=O)Nc1cccc(Cl)c1Cl (stereo not given)	0.04
COc1ccccc1NC(=O)COc1ccccc1	-0.023
CCN(CC(=O)Nc1ccccc1Br)Cc1nc2ccccc2c(=O)[nH]1	0.5
COc1ccc(C(=O)NC2CCCCC2)cc1S(=O)(=O)N1CCCC1	0.39
O=C(Nc1cccc2ccccc12)N1CCN(c2ccccc2)CC1	-0.37
O=C(Nc1ccc(Br)cc1)C1CC=CCC1C(=O)OCC1CCCO1 (stereo not given)	0.023
Cc1noc(C)c1S(=O)(=O)N(C)CC(=O)NCc1ccccc1	0.48
CCN1CCN(C(c2cccs2)C(C)NC(=O)c2cccc(OC)c2OC)CC1 (stereo not given)	0.06
COc1ccc(C(=O)Nc2nnc(-c3ccco3)s2)cc1	-0.3

Additional structures.
SMILES	Cav32 inh
COc1cc(S(=O)(=O)N2CCN(C(=O)c3ccccc3F)CC2)c(OC)cc1NC(C)=O	0.96
COc1ccccc1N1CCN(Cc2ccc(OC)c3ccccc23)CC1	-1.1
O=C1NCCN1Cc1cccc(Cl)c1	1.5
C=CCOC(=O)C1=C[C@H](c2cn(C(C)=O)c3ccccc23)C[C@H](OCCCCO)O1	0.44
COc1ccc(NC(=O)C(F)(OC)C(F)(F)F)c(OC)c1 (stereo not given)	-0.093
C=CCCCN(Cc1ccccc1)S(=O)(=O)c1ccccc1Br	-3.7*
O=c1c(-c2ccc(O)cc2O)coc2cc(O)cc(O)c12	-0.36
Cc1cc(NC(=O)CSc2nc(C3CC3)nc3sc(C)c(C)c23)no1	-1
CC(C)CC(NC(=O)C1CCCCC1)C(=O)N1CCN(c2ccccn2)CC1 (stereo not given)	0.31
COc1cc(O)c(C(CCN2CCCC(C)C2)c2ccc3c(c2)OCO3)c(OC)c1 (stereo not given)	-1.4
CC(=O)Nc1nc(SCc2cccc3ccccc23)n[nH]1	0.88
Nc1nnc(CCOc2ccc(Cl)cc2)s1	0.0085
COCCN(CC(=O)Nc1cccc(C)c1)S(=O)(=O)c1ccc(S(=O)(=O)N2CCCC2)cc1	0.7
COC(=O)CSC(C(=O)Nc1ccc(C)c(C)c1)c1ccccc1 (stereo not given)	-3.1
N#Cc1c(NC(=O)c2ccc(Cn3cc(Br)cn3)o2)sc2c1CCCCCC2	-3.3
COc1cc(C(=O)Nc2nc(OC)c(-c3ccccc3)c(OC)n2)cc(OC)c1OC	-0.28
O=C(NCc1ccco1)C1CCCCN1S(=O)(=O)c1ccc(F)cc1 (stereo not given)	0.97
CC1=CC(=O)C=CC1(C)C(Cl)Cl (stereo not given)	-0.81
C=CCn1c(SCC(=O)Nc2cc(C)on2)nc2sc(C)c(C)c2c1=O	0.32
Cc1ccc(C(=O)/C=C/Nc2ccccc2C(N)=O)o1	0.45
C[C@@H](O)C1NC(=O)[C@H](CCCCN)NC(=O)c2cc([N+](=O)[O-])cc(I)c2NCCC[C@@H](C(N)=O)NC1=O (stereo not given in full)	0.31
O=C(NCc1ccco1)c1c[nH]c2ccc(S(=O)(=O)N3CCOCC3)cc2c1=O	0.79
COC(=O)c1sc(S(=O)(=O)N2CCC(C(N)=O)CC2)c(C(=O)OC)c1C	0.41
CSc1nnc(NC(=O)CCc2ccccc2)s1	0.051
COc1ccc(OCC(O)Cn2c(Nc3ccccc3)nc3c2c(=O)n(C)c(=O)n3C)cc1 (stereo not given)	0.53
C#CCSc1nc(-c2ccccc2)cc(C(F)(F)F)c1C#N	0.14
O=C(CCc1ccc(S(=O)(=O)N2CCOCC2)cc1)NCCCN1CCCC1=O	0.24
CCOc1ccc(NC(=O)C2CCC(N3C(=O)C4CC=CCC4C3=O)CC2)cc1 (stereo not given)	-0.23
CCCc1nc2ccccc2c(=O)n1/N=C/c1ccc(O)c(O)c1	0.091
CCc1ccccc1N(C)C(=O)CCc1nc(-c2ccc(C)cc2)no1	-5.5*
O=S1(=O)[C@H]2CC3O[C@]2(C[C@@H]3c2ccc(F)cc2)CN1Cc1ccc(Cl)cc1	-0.32
COC(=O)c1ccccc1NC(=O)CN1CCC(C(=O)c2ccc3c(c2)OCCO3)CC1	0.028
C=CC(=C)CC(NC)c1ccccc1 (stereo not given)	-0.26
CCOC(=O)c1nc(S(C)(=O)=O)ncc1N1CCOCC1	1.1
Cc1nnsc1SCC(=O)O	-0.15
C=CCN(C/C(=N\O)c1sc(C(=O)OCC)nc1C)c1cccc(Br)c1	-3.2
COC(=O)c1sc2ncccc2c1OCc1ccccc1Cl	-1.6
COc1ccc(NC(=O)CSc2nccn2-c2cccc(OC)c2)cc1	0.021
O=C(COC(=O)c1ccc(=O)n(Cc2ccccc2)n1)Nc1ccc2c(c1)OCCO2	0.025
CCN1CCc2c(C#N)c(N3CCOCC3)nc(NCCO)c2C1	-0.33
O=C(NC1CCCC1)C(c1ccc(O)cc1)N(CC1CCCO1)C(=O)C1COc2ccccc2O1 (stereo not given)	-2.5
CCC(=O)N(CC)c1nc(-c2ccc(OC)cc2)cs1	-1.2
COc1ccc(/C(O)=C2/C(=O)C(=O)N(CCN(C)C)C2c2ccccc2)cc1Cl (stereo not given)	-0.63
Cc1ccc2oc(=O)n(CCOc3ccccc3Cl)c2c1	-0.051
COCCNC(=O)c1ccc(N2CCCCC2)c(NS(=O)(=O)c2ccc(C)cc2)c1	-1.2
C#Cc1ccc([C@H]2C=C(C(=O)NCc3ccccc3)O[C@@H](OCC)[C@@H]2CCCO)cc1	-2.2
COc1ccc(S(=O)(=O)N2CCCC2C(=O)Nn2cnnc2)cc1 (stereo not given)	1.1
Cc1cccc(C(=O)O/N=C(\N)Cc2ccc([N+](=O)[O-])cc2)c1	-4.5*
COC(=O)Cc1c(C)nc2nc(NCc3c(F)cccc3Cl)[nH]n2c1=O	0.41
c1cnc(N2CCN(c3nc4ccccc4n4cnnc34)CC2)nc1	0.48
Next section
SMILES	Cav32 inh
COc1cccc(NC(=O)N(Cc2ccco2)C(C)c2cccs2)c1 (stereo not given)	-2.3
Cc1cc(=O)[nH]c(SCC(=O)c2ccccc2)c1C#N	-1.5
O=C(CCn1[nH]c(=O)c2ccccc2c1=O)OC1CCCCC1	-0.11
CCNc1nc(N)nc(Oc2ccc(C(=O)OC)cc2)n1	-1.4
CCc1nnc(NC(=O)CCC(=O)N2CCN(Cc3ccccc3)CC2)s1	0.98
CC(C)CC(CO)N1CCN(C(=O)c2cccc(Cl)c2)CCC1=O (stereo not given)	-0.13
COC(=O)[C@@]1(Cc2ccc(OC)cc2)[C@H]2c3cc(C(=O)N4CCCC4)n(C[C@H](O)CO)c3C[C@H]2CN1C(=O)c1ccccc1	1.3
CSc1nc(C)c(CCOC(=O)c2ccccc2)c(=O)[nH]1	-0.22
S=c1nc(-c2ccco2)[nH][nH]1	-0.011
Cc1cc(OCCCCN2C(=O)NC(C)(C)C2=O)cc(C)c1Cl	-1.1
Cc1nn(-c2cc(N3CCCCC3)ccc2N)c(=O)c2ccccc12	-0.065
Cn1c(=O)c(=O)n(C)c2cc(S(=O)(=O)N3CCC(N4CCCCC4)CC3)ccc21	-0.96
O=C(c1cc(C2CC2)on1)N1CCN(c2ccccc2)CC1	0.74
CCS(=O)(=O)n1nc(-c2ccc(C)cc2)nc1N	0.13
CC(=O)Nc1cccc(NC(=O)CSc2nnnn2Cc2ccccc2)c1	-0.0043
CN(C)CCNC(=O)c1ccc(CS(=O)(=O)c2ccc(Br)cc2)o1	1.4
CCCCCCCOc1ccc(OC(=O)c2ccncc2)cc1	0.82
CC(C)(O)C#CC#CCN1CCOCC1	-0.012
O=C(Cn1nc(Cc2cccnc2)c2ccccc2c1=O)NCCCN1CCCC1=O	-1.1
COCCCn1c(SCC(=O)N2CCCC(C)C2)nnc1-c1ccco1 (stereo not given)	0.24
O=C(c1ccc2c(c1)OCO2)N1CCc2ccccc2C1	0.071
COc1cc(C(=S)N(C)C)ccc1O	0.44
COCCn1cc(C(=O)N2CCCC(C)C2)c2c3ccccc3n(C)c2c1=O (stereo not given)	0.67
Cc1cc(C)c2cc(C(c3nnnn3C3CCCC3)N3CCOCC3)c(=O)[nH]c2c1 (stereo not given)	1.9

A portion of the library; the hit share may differ from the screen's.
